From PubChem BioAssay
NPR2 activator: GC-B (human) receptor activation | HEK293-GC-B cells, CNP EC30, cGMP TR-FRET; 0% at EC30 CNP, 100% saturating CNP | P20594 | activation, % at 10 µM | hit rate 0.11% among 370,000;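 active means activation at 10 µM reaching about 35% in either raw or pattern-adjusted values, limit read from the data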
Target sequence (P20594 whole entry, looked up): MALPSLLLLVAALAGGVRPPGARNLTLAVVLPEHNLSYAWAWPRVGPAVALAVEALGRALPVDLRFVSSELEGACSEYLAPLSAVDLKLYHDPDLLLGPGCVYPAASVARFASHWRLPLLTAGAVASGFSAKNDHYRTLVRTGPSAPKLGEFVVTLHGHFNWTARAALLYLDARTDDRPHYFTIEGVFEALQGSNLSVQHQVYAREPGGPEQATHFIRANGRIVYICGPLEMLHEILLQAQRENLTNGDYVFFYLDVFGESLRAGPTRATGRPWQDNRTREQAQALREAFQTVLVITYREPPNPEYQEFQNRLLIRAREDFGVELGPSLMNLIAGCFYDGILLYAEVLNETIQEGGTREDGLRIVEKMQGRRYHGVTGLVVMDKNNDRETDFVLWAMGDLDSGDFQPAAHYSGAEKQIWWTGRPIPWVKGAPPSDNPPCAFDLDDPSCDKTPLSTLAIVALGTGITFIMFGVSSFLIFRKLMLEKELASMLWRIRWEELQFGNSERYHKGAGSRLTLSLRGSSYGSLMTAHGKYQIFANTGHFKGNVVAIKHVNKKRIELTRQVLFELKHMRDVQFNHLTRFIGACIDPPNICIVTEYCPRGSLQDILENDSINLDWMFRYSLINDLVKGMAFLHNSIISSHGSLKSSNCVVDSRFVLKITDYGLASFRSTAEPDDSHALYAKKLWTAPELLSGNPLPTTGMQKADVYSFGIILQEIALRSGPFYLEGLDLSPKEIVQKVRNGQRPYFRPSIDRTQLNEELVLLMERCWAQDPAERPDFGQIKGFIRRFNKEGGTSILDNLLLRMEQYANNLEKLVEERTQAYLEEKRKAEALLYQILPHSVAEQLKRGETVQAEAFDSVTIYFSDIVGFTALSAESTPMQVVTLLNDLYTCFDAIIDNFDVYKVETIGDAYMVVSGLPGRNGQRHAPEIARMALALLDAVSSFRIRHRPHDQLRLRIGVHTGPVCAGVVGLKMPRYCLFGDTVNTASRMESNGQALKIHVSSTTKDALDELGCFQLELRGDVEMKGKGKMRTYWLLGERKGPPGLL
HTRA1 inhibitor: inhibitors of human serine peptidase HTRA1; Q92743; recombinant HTRA1, FP-rhodamine activity-based probe, fluorescence polarization; inhibition, % at 5.96 µM; hit rate 0.5% among 340,000; AID 504803; in the data active means inhibition above about 36%;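 further: 0% = enzyme with DMSO and 100% = wells lacking enzyme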
MBD2 inh: inhibitors of human MBD2 binding to methylated oligonucleotide; AID 686964; TR-FRET; Q9UBB5; hit rate 0.31% among 370,000; inhibition, % at 4.4 µM; in the data active means inhibition above about 13%
ABHD4 inh: inhibits mouse alpha/beta hydrolase domain 4; purified mABHD4, FP-Rh probe fluorescence polarization; AID 720543; inhibition, % at 8.92 µM; hit rate 0.54% among 370,000;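 active means inhibition exceeding the mean over every tested compound plus 3 SD, cut at about 30% in these data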;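 further: 0% = plate median of compound wells and 100% = S159A mutant with DMSO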
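Assay system: wild-type mouse ABHD4 protein; compound: single nominal dose of 8.92 µM, 0.89% DMSO final; schedule: 45 min + 60 min at 25 °C; measured by: FP readout, ex 525 nm / em 598 nm; evaluation: % inhibition of FP-Rh probe binding versus controls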
PRMT1 FP inh: inhibitors of human PRMT1; Q99873; recombinant PRMT1, activity-based probe fluorescence polarization; inhibition, % at 2.79 µM; hit rate 1.3% among 370,000; AID 652257;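 active means inhibition above about 21% made by adding two undisclosed values, limit read from the data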
TCR-CD3 inh: human TCR-CD3 binding inhibition. TAMRA-labeled TCR probe fluorescence, biochemical. inhibition, % at 9.4 µM. hit rate 0.37% among 360,000. AID 651800; in the data active means inhibition above about 19%;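 further: recombinant mutant TCR 2C K166C tagged with TAMRA read by polarization; 0% = receptor in buffer alone and 100% = receptor with positive control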
LEDGF integ inh: blocks HIV-1 LEDGF/p75-dependent DNA integration. TR-FRET IN-LEDGF/p75 DNA integration, Eu/Cy5. inhibition, % at 3.7 µM. hit rate 0.64% among 370,000. AID 743269;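 active means inhibition above the screen-wide mean plus 3 SD, cut at about 13% in these data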;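 further: signal is the Cy5 over europium emission ratio at 671 and 618 nm; 0% = plate median of compound wells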
SIAE inh: inhibitors of human sialic acid acetylesterase SIAE; Q9HAT2; AID 1053197; hit rate 0.69% among 370,000; inhibition, % at 9.66 µM; SIAE FP-Rh probe binding, fluorescence polarization;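 active means inhibition above a cutoff: mean of compounds within the control limits plus 3 SD of those, cut at about 17% in these data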;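 further: 0% = plate median of compound wells and 100% = probe without SIAE protein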
rCAG RNA binder: binds r(CAG) RNA repeats; r(CAG) RNA repeat, TO-PRO-1 dye displacement fluorescence; inhibition, % at 3 µM; hit rate 1.3% among 370,000; AID 651821;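 active means inhibition above the plate cutoff, the mean of all test compounds on that plate plus 3 SD, cut at about 35% in these data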;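 further: 0% = DMSO alone and 100% = 100 µM mitoxantrone as full dye displacement; higher means more dye released from RNA so lower well fluorescence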
TDP2 inh: TDP2 (human) inhibition, absorbance primary screen; O95551; recombinant TDP2, T5PNP hydrolysis, p-nitrophenol absorbance 415 nm; inhibition, % at 12.8 µM; hit rate 0.34% among 370,000; AID 720702;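 active means inhibition above the mean of all tested compounds plus 3 SD, set per campaign, cut at about 25% in these data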;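 further: 0% = DMSO with enzyme and 100% = buffer with substrate but no TDP2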
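Evaluation: % inhibition relative to enzyme-containing and enzyme-free wells. Material: recombinant human TDP2. Benchmarks: enzyme-free and DMSO wells. Timing: enzyme reaction with compound for 2 h at 37 °C. Compound dosing: 12.8 µM only. Measured by: p-Nitrophenol epi absorbance. Reagent: T5PNP substrate at 5 mM, a TopII-DNA adduct mimic. Replication: single well per compound.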
An asterisk follows results filed as active; / = not tested or not shown. Only part of the results is shown; rates above refer to the full screens.

SMILES | NPR2 activator | HTRA1 inhibitor | MBD2 inh | ABHD4 inh | PRMT1 FP inh | TCR-CD3 inh | LEDGF integ inh | SIAE inh | rCAG RNA binder | TDP2 inh
O=C(O)c1ccccc1NS(=O)(=O)c1ccc(N/N=C/c2cccc(O)c2O)c([N+](=O)[O-])c1 | -1 | 74* | -5 | 86* | 35* | 25* | 3 | 0 | 92* | 5
Cc1sc(N(C(=O)CCc2ccccc2)c2ccc(C(=O)O)cc2)nc1-c1ccccc1 | -3 | -3 | 4 | -5 | -2 | -5 | 1 | -4 | 11 | 0
O=S(=O)(NC1CCN(Cc2ccccc2)CC1)c1ccc(F)c(F)c1 | 7 | 3 | 2 | 6 | 0 | -1 | -5 | 1 | -2 | -5
CCc1ccc(CN2CCCC(C(=O)N3CCCCC3)C2)cc1 (stereo not given) | 4 | 6 | 2 | 18 | 2 | -1 | -5 | -2 | -6 | 18
CN1CCN(C(=O)c2cc3nc(-c4ccccc4)cc(-c4ccccc4)n3n2)CC1 | 0 | -1 | -6 | 12 | 1 | 5 | -2 | 1 | -2 | 8
Fc1ccc(CN2CCCCCC2)c(F)c1 | 10 | -3 | -2 | 7 | 0 | -1 | 1 | 3 | -1 | -4
Cc1ccc(Cn2nnc(C(=O)Nc3cccc(C)c3C)c2N)cc1 | 5 | -40 | 4 | -3 | 3 | -6 | -1 | -3 | -5 | -2
Cc1ccnc(SCCn2c(N(C)Cc3ccccc3)nc3c2c(=O)n(C)c(=O)n3C)n1 | -4 | -7 | -2 | -1 | 0 | 3 | 1 | 3 | -1 | -2
Cc1ccc(N(CC(=O)N2CCc3ccccc32)C2=NC(=O)CS2)cc1 | -4 | -3 | -2 | 7 | 1 | 1 | -5 | -1 | -1 | -18
CC(=O)Nc1cc(-c2cccnc2)cn2c(-c3cccc(C(F)(F)F)c3)cnc12 | -2 | / | -3 | -6 | 1 | -6 | -2 | 0 | 5 | 3
CC1CCCN(C2=C(NS(=O)(=O)c3ccc(Br)cc3)C(=O)c3ccccc3C2=O)C1 (stereo not given) | 1 | 5 | -7 | 1 | 5 | -7 | 2 | 14 | 9 | 20
O=c1cc(CN2CCN(c3ccccc3)CC2)c2cc(O)c(-c3ccccc3)cc2o1 | -4 | -3 | -8 | 10 | 1 | -1 | -1 | 6 | 6 | -5
COc1ccc(CNC(=O)C2CCN(c3nccs3)CC2)cc1 | 1 | -5 | 1 | -3 | -1 | 5 | 0 | 4 | 0 | -4
CC1CCc2c(ccc3ccccc23)C1=O (stereo not given) | -1 | -4 | 3 | 0 | 2 | -4 | -2 | -1 | 0 | -1
O=C(NNC(=S)Nc1ccccc1C(F)(F)F)c1ccc(Br)o1 | -1 | 4 | -3 | 7 | 8 | 2 | -3 | 4 | 15 | -8
Cc1ccc(NC(=O)CSC(C)C(=O)OCc2cc(=O)oc3cc(O)ccc23)cc1 (stereo not given) | -3 | 3 | -8 | -2 | -1 | -1 | 3 | 3 | 8 | 2
CN(C)CCCN(C(=O)COc1ccccc1)c1nc2c(Cl)cccc2s1 | -3 | -7 | 4 | -2 | 11 | 0 | -9 | -1 | -1 | -11
CSC1=NC(C(Cl)(Cl)Cl)N=C(c2ccc(C)cc2)N1 (stereo not given) | -10 | -7 | -6 | 2 | 2 | -1 | 1 | 2 | -2 | 15
Cc1cccc(N(CC(O)CN(C)C)S(=O)(=O)c2ccccc2)c1 (stereo not given) | -16 | 6 | -2 | 3 | 0 | 8 | 1 | -2 | -3 | -9
CCOC(=O)CC(C#N)c1c[nH]c2ccccc12 (stereo not given) | 2 | 1 | 1 | 4 | -3 | -9 | 0 | 10 | -3 | 11
O=C(Cc1ccc(F)cc1)Nc1nc(-c2ccc(F)cc2)cs1 | 5 | -20 | 3 | -1 | -1 | -7 | -4 | -3 | -1 | -2
Cc1cc(C)n2nc(SCC(=O)Nc3ccc(F)cc3)nc2n1 | 0 | -4 | -2 | 3 | 1 | 6 | -3 | 2 | 1 | -3
Cc1ccc(OCCNC(=O)C(=O)NCc2ccco2)cc1 | -2 | 2 | -4 | 0 | -1 | 2 | 1 | 4 | 4 | 2
COc1cc(C(=O)Cc2nc3ccccc3n2C)cc(OC)c1OC | 7 | -2 | -4 | 6 | 1 | 0 | 0 | 4 | 1 | -5
COc1ccccc1N1CCN(C(=O)/C=C/c2ccccc2)CC1 | -4 | -10 | 2 | 2 | -4 | 5 | 1 | 4 | -2 | -1

In a second layout: entries from further up.
Under each structure: NPR2 activator | HTRA1 inhibitor | MBD2 inh | ABHD4 inh | PRMT1 FP inh | TCR-CD3 inh | LEDGF integ inh | SIAE inh | rCAG RNA binder | TDP2 inh
CN(C)CCCN(C(=O)COc1ccccc1)c1nc2c(Cl)cccc2s1
  -3 | -7 | 4 | -2 | 11 | 0 | -9 | -1 | -1 | -11
CSC1=NC(C(Cl)(Cl)Cl)N=C(c2ccc(C)cc2)N1 (stereo not given)
  -10 | -7 | -6 | 2 | 2 | -1 | 1 | 2 | -2 | 15

Additional entries follow:
SMILES | NPR2 activator | HTRA1 inhibitor | MBD2 inh | ABHD4 inh | PRMT1 FP inh | TCR-CD3 inh | LEDGF integ inh | SIAE inh | rCAG RNA binder | TDP2 inh
O=C(Nc1nncs1)c1cc2c(s1)CCC2 | -14 | 2 | 4 | 3 | 0 | 0 | -2 | -3 | 3 | 1
COc1nc(SCC(=O)Nc2ccccc2Cl)nc(N(C)C)n1 | -4 | 0 | 6 | -1 | 0 | 1 | 3 | -2 | -4 | 5
COc1ccc(C(=O)NN/C(C)=C/C(=O)c2ccccc2)cc1 | 0 | 4 | 8 | -8 | 7 | 13 | -6 | -5 | -3 | -6
Cc1cc(C(=O)c2cnc(/N=C/N(C)C)s2)cc(C)c1O | -4 | 2 | -2 | 1 | -2 | 0 | -1 | 0 | -1 | 3
COc1ccccc1N1CC(C(=O)OCC(=O)Nc2cc(C)on2)CC1=O (stereo not given) | 6 | -3 | 3 | 1 | 0 | -4 | -1 | -1 | -1 | 4
Cc1ccc(NC(=O)CN(C)C(=O)C2CC(=O)N(Cc3ccccc3)C2)cc1 (stereo not given) | 1 | 2 | 0 | 0 | 5 | -1 | -11 | -2 | -6 | -13
CC(C)c1nnc(NC(=O)CSc2nnc(NC(=O)c3c(F)cccc3F)s2)s1 | -3 | 12 | 4 | 1 | 6 | 6 | -2 | 3 | 4 | -10
COc1cccc(C(=O)N2CCC[C@H]2C(=O)N2CCC[C@H]2C(=O)N[C@H](C)c2ccccc2)c1 | 0 | / | -3 | 3 | 3 | -5 | -7 | -5 | 0 | 2
Cc1ccc(S(=O)(=O)NC2CC(=O)N(c3ccc4c(c3)OCCO4)C2)cc1 (stereo not given) | -4 | -1 | -5 | 1 | -7 | 0 | 4 | -2 | -2 | -11
Cn1c(NNC(=O)C2CCCCC2)cc(=O)n(C)c1=O | 0 | 2 | 2 | 6 | -3 | 0 | 2 | 9 | -3 | -10
CN(C(=O)CSc1nc2ccccc2c(=O)n1-c1ccccc1F)C1CCS(=O)(=O)C1 (stereo not given) | -1 | 2 | 4 | -2 | -3 | 5 | 3 | 4 | -1 | 8
Cn1c(N)c(C(=O)N/N=C/c2ccccc2)sc1=S | -8 | 19 | -5 | 5 | -1 | -3 | 4 | 9 | 43* | -1
O=C(O)Cc1ccc2[nH]c3ccc(CC(=O)O)cc3c2c1 | 8 | 1 | 0 | 17 | 2 | -3 | 1 | 3 | 7 | 3
CCC(C)(C)n1nnnc1C(c1ccc(C)cc1)N1CCCC1 (stereo not given) | -4 | 1 | -3 | 3 | 0 | -9 | 5 | 0 | -1 | -17
COc1ccccc1NS(=O)(=O)c1ccc(C)c(C(=O)NCCCN2CCCC2=O)c1 | 1 | 4 | -4 | 0 | -3 | -2 | 4 | 11 | -3 | 3
C=CCOCC(O)CS(=O)(=O)Cc1ccc(Cl)cc1 (stereo not given) | -3 | 4 | 3 | -1 | 1 | 1 | -1 | -3 | 0 | -3
O=C(c1cc(C2CCCCN2C(=O)OCCF)on1)N1CCOCC1 (stereo not given) | 0 | / | 2 | -15 | -3 | -5 | 4 | -6 | 2 | -13
Cn1nc(C(F)(F)F)c(C(=O)Nc2cccc(C(F)(F)F)c2)c1SCc1ccc(Cl)cc1 | -6 | -53 | 0 | -72 | 4 | 1 | 3 | -53 | 3 | -12
COc1ccc(N2CCN(C(=O)NC3CCCCC3)CC2)cc1 | 0 | 8 | -2 | 5 | -2 | 6 | 2 | 0 | -6 | 4
CCOC(=O)c1c(NC(=O)Cn2nc(C(=O)O)c3ccccc3c2=O)sc(CC)c1C | -5 | 7 | 1 | 4 | -1 | 1 | -2 | -6 | 3 | 3
CCOc1ccc(CC(C(=O)NN)C(=O)NN)cc1CN(C)C | 0 | 10 | 4 | 0 | -3 | -3 | 1 | 6 | -6 | -4
O=C1CC(SC2=NCCS2)C(=O)N1c1cccc(Cl)c1Cl (stereo not given) | -5 | 5 | 1 | -11 | 3 | 4 | 6 | -2 | 8 | -15
COc1ccc(C2C(C(=O)N3CCOCC3)=C(C)NC3=C2C(=O)CC(C)(C)C3)c(OC)c1 (stereo not given) | 3 | 5 | 1 | 4 | -3 | -3 | 0 | 6 | -3 | 4
CN1C(=O)c2cc(NS(C)(=O)=O)ccc2OC[C@H]2O[C@@H](CC(=O)NCc3ccc(-c4ccccc4)cc3)CC[C@@H]21 | 1 | / | 11 | 12 | 4 | / | 2 | 6 | 8 | 3
Nc1ccc(-c2nc(-c3ccccc3)nc3ccccc23)cc1 | -7 | -20 | 0 | -11 | -2 | -1 | 3 | 2 | 11 | -5
Next part
SMILES | NPR2 activator | HTRA1 inhibitor | MBD2 inh | ABHD4 inh | PRMT1 FP inh | TCR-CD3 inh | LEDGF integ inh | SIAE inh | rCAG RNA binder | TDP2 inh
O=C(CNC(=O)c1ccc(Cl)cc1Cl)OCN1C(=O)c2ccccc2C1=O | 3 | 2 | -3 | 1 | -1 | 0 | 3 | 19* | -3 | 8
CCOC(=O)N1CCC(N2CC34C=CC(O3)C(C(=O)Nc3ccc(OCC)cc3)C4C2=O)CC1 (stereo not given) | -2 | -1 | 0 | -2 | 3 | -4 | -1 | 6 | -3 | 5
CCCN(CCC)CCCNC(=O)c1cc2c(=O)n(C)c3ccccc3c2n1C | -1 | 3 | 4 | 5 | 6 | 4 | 0 | 14 | 9 | 1
COC(=O)c1ccc2c(=O)n(CCCCCC(=O)NCCNC(C)=O)c(=O)[nH]c2c1 | 1 | 7 | 8 | -9 | 2 | -3 | 3 | -5 | -5 | -4
O=C(CCN1CCN(CCO)CC1)Nc1ccc(Br)cc1 | -1 | -8 | -5 | -3 | -1 | 3 | -7 | -1 | -1 | 2
CN1CCN(CCCNC(=O)c2ccc3c(c2)N(Cc2ccc(F)cc2)CCS3)CC1 | 7 | 6 | -1 | 5 | -3 | -2 | 2 | -8 | -4 | -32
c1cc(-c2ccc3nncn3c2)ccc1CN1CCOCC1 | 3 | / | 2 | -3 | 1 | -2 | 0 | 1 | 1 | 2
Cc1ccc(C(=O)OCC(=O)NNC(=O)COc2ccc(Cl)cc2)c(O)c1 | 4 | 7 | 1 | 2 | -1 | 27* | 0 | -1 | 4 | 2
COCc1cccc(C2=CC(=O)C[C@H](c3ccc(OC)cc3)C2)c1 | 3 | -11 | -4 | -1 | 0 | 2 | 0 | 1 | -11 | 3
